CBFb-RUNX1 inh = qHTS Assay for Compounds Blocking the Interaction Between CBF-beta and RUNX1 for the Treatment of Acute Myeloid Leukemia; AlphaScreen CBFb-His/RUNX1-biotin binding, biochemical; Potency, µM (top dose mostly 59.8 µM), for the others: at the highest dose activity, negative = inhibition, usual class: inhibitors; 230,000 tested, under 10 active; Runt-related transcription factor 1 (Homo sapiens) + Core-binding factor subunit beta …; further: % of control where 0% means no effect
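CBF-beta (His) and RUNX1 (biotin), 30 nM each; 20 min preassociation; + compound, 15 min; + beads 50 ng each (Ni, streptavidin), 90 min; RT; AlphaScreen read.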
SMN2 splice up = qHTS Assay for Enhancers of SMN2 Splice Variant Expression; HEK293 SMN2-luciferase splicing reporter, luminescence, 30-36 h; Potency, µM (highest dose often 46.1 µM), for inactives: at the top dose activity change, positive = activation, usual class: activators; 210,000 tested, 2.8% active; further: potency means the concentration at half of the fitted maximal effect; % of control where 0% means no effect; nearly all actives have a fitted effect of over 55% in size
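HEK293 cells carry an SMN2 […]–luciferase reporter in which exon 7 inclusion puts luciferase in frame. Cells were plated 10-12 h before compound addition, then incubated 30-36 h at 37C. ONE-Glo luminescence was read; sodium butyrate at 4.5 mM final served as control.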
IMPase Li cell = qHTS Assay for Identifying the Cell-Membrane Permeable IMPase Inhibitors: Potentiation with Lithium. AID 1457, 2008. 210,000 tested, 0.35% active. Potency, µM (series often up to 59.4 µM), inactives show at the highest dose activity, negative = IMPase inhibition, most hits filed as inhibitors. CHO-M1 cells, IP1 TR-FRET (IP-One), carbachol + lithium;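 further: IP1 builds up when IMPase is blocked and the TR-FRET signal falls; potency means the concentration at half of the fitted maximal effect; plate controls were basal vehicle for no effect and high inhibitor control for full effect; nearly all actives have a fitted effect of over 50% in size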
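CHO-M1, 2000 cells/well, 16–30 h culture; cpd + low Li+, 30 min 37C; lysis with d2-IP1/Eu-anti-IP1 Ab, 10 min RT; TR-FRET 665/620 ratio and 620 channel; AC50 via Hill.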
HTT aggregate = qHTS Multiplex Assay to Identify Dual Action Probes in a Cell Model of Huntington: Aggregate Formation (GFP); PC12 HttQ103-GFP aggregates, Acumen cytometry, 40 h; Potency, µM (titrated, usually from 46.1 µM), for the others: at the top dose activity change, negative = inhibition, actives largely listed as inhibitors; 220,000 tested, 1.1% active; AID 1688, 2009; further: potency means the concentration at half of the fitted maximal effect; on the % scale 0 is the no-effect control and ±100 the full control effect; nearly all actives have a fitted effect of over 60% in size
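Inducible Q103 Huntingtin exon 1–GFP PC12 line, 1500 cells/well in phenol red free DMEM with 5% equine and 5% calf serum. Tebufenozide 100 nM induced expression; compounds titrated; aggregates quantified by cytometry.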
Luc counter = Counterscreen for Luciferase (Kinase-Glo TM) Inhibition; Kinase-Glo luciferase, ATP luminescence, 8 min; Luciferin 4-monooxygenase (Photuris pensylvanica), Q27757; 200,000 tested, 0.28% active; AID 1379, 2008; Potency, µM (titrated, usually from 38.3 µM), without a hit: at the highest dose activity change, negative = inhibition, most hits filed as inhibitors; further: potency means the concentration at half of the fitted maximal effect; on the % scale 0 is the no-effect control and ±100 the full control effect; nearly all actives have a fitted effect of over 60% in size
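Compounds were added to a substrate mix at pH 7.2 (50 mM imidazole, 10 uM ATP, within the enzyme's linear range), followed by Kinase-Glo detection reagent; luminescence was measured after 8 minutes at ambient temperature.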
HTT ATP protect = qHTS Multiplex Assay to Identify Dual Action Probes in a Cell Model of Huntington: Cytoprotection (ATP); PC12 HTT-Q103 induced, cytoprotection, ATP luminescence, 40 h; Potency, µM (doses to about 56.4 µM), for inactives: cytoprotection (ATP increase), usual class: activators; 230,000 tested, 0.14% active; AID 1471, 2008;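 further: potency means the concentration at half of the fitted maximal effect; % of control where 0% means no effect; nearly all actives have a fitted effect of over 45% in size; toxic huntingtin expression switched on by the ecdysone agonist tebufenozide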
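ATP quantification (ATPlite) reports survival of PC12 cells in which tebufenozide, 100 nM final, switches on Htt exon 1 with 103 glutamines linked to GFP; compounds are titrated.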
LMNA splice mod = qHTS Assay for Modulators of Lamin A Splicing; Potency, µM (doses to about 46.1 µM), for inactives: at the highest dose ratio change, negative = inhibition, actives largely listed as inhibitors; 200,000 tested, 0.01% active; HeLa LMNA splicing GFP/RFP minigene ratio, 48 h; active means well fitted inhibition curve with a large enough effect in the signal ratio, with a control signal flat, not every such curve was filed as active; inconclusive means small, poorly fitted or top-dose-only effect, or effect the other way, or a change in a side signal; the % refers to the signal ratio; further: potency means the concentration at half of the fitted maximal effect; on the % scale 0 is the no-effect control and ±100 the full control effect
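Read-out is the ratio of GFP to DsRed2 object intensity, acquired by 488 nm laser-scanning cytometry on HeLa lamin A-EGFP minigene reporter cells. Compound incubation 48 hrs at 37 °C in Opti-MEM with 2% FBS; DMSO 0.5% final.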
* marks the source's active call; other numbers are inactive results; ? = inconclusive; nt = not tested or not shown; [ ] = another dose, or the depositor's remark. Unless noted, the call rests on the fitted dose curve; in most records, active means well fitted curve in the direction sought with a large enough effect; inconclusive means small, poorly fitted or top-dose-only effect, or another doubt; inactive means no such curve, though single readings can be large; an effect the other way counts as inactive or inconclusive.

nr	canonical_smiles	SMN2 splice up	CBFb-RUNX1 inh	HTT ATP protect	HTT aggregate	Luc counter	LMNA splice mod	IMPase Li cell
1	Cc1ccc(Nc2nc3c(c(=O)[nH]c(=O)n3C)n2Cc2ccc(F)cc2)cc1	20%	2%	19%[10 µM]	11%	-1%	-3%	-5%
2	COc1ccc(N=C2NN=C(c3c(C)[nH]c4ccccc34)CS2)cc1	-90%[inhibitor]	?	15%[10 µM]	-8%	2%	?	10%
3	COCCNC(=O)c1cc(S(=O)(=O)N(C)c2ccccc2OC)ccc1C	nt	-1%	14%[10 µM]	25%[9.22 µM]	nt	nt	nt
4	CCCNC(=O)c1ccc(N(Cc2ccccc2)S(C)(=O)=O)cc1	8%	-1%	9%	20%	-4%	-6%	2%[38.3 µM]
5	Cc1ccc(NC(=O)c2ccccc2)cc1	14µM*	1%	-59%[inhibitor]	10%	-16%	2%	-14%[38.3 µM]
6	CC(C)[C@@H](C)/C=C\[C@@H](C)[C@@H]1CC[C@H]2C3=CC=C4C[C@@H](O)CC[C@]4(C)[C@H]3CC[C@]21C	-1%[9.22 µM]	nt	-6%[10 µM]	nt	1%[7.66 µM]	nt	-4%
7	O=C(CSc1nnc(-c2cccc(S(=O)(=O)N3CCCC3)c2)n1-c1ccccc1)Nc1ccc(C(=O)O)cc1	nt	2%	-23%	-3%	nt	nt	1%
8	CC(C)(C)c1ccc(C(=O)NCCN2CCCC2)cc1	nt	6%	2%[10 µM]	1%[9.22 µM]	-6%	-6%[46 µM]	4%

The list goes on; the last three above are carried over.
nr	canonical_smiles	SMN2 splice up	CBFb-RUNX1 inh	HTT ATP protect	HTT aggregate	Luc counter	LMNA splice mod	IMPase Li cell
6	CC(C)[C@@H](C)/C=C\[C@@H](C)[C@@H]1CC[C@H]2C3=CC=C4C[C@@H](O)CC[C@]4(C)[C@H]3CC[C@]21C	-1%[9.22 µM]	nt	-6%[10 µM]	nt	1%[7.66 µM]	nt	-4%
7	O=C(CSc1nnc(-c2cccc(S(=O)(=O)N3CCCC3)c2)n1-c1ccccc1)Nc1ccc(C(=O)O)cc1	nt	2%	-23%	-3%	nt	nt	1%
8	CC(C)(C)c1ccc(C(=O)NCCN2CCCC2)cc1	nt	6%	2%[10 µM]	1%[9.22 µM]	-6%	-6%[46 µM]	4%
9	Clc1cccc(Cc2ccc(Cl)nn2)c1	-9%	6%	0%	5%	1%	7%[46 µM]	1%
10	CC(/C=N\N1CCN(Cc2ccc(C)cc2)CC1)=C\c1ccccc1	-65%[inhibitor]	0%	10%[10 µM]	-2%	0%	0%	2%
11	Cc1cc(NC(=O)Cn2cnc3c(nnn3-c3ccc(C)c(Cl)c3)c2=O)no1	8%	1%	-36%	26%[9.22 µM]	-1%	-6%[46 µM]	-2%
12	COc1ccccc1S(=O)Cc1ccc(C(=O)O)o1 (stereo not given)	-17%	7%	0%[0.074 µM]	7%	-2%	0%	-2%[38.3 µM]
13	Cc1ccc(S(=O)(=O)Nc2cccc(Oc3cnccn3)c2)cc1	-30%	1%	-5%[10 µM]	21%	0%	nt	17%
14	O=c1cc(N2CCN(c3ccccc3)CC2)[nH]c(=O)n1-c1ccccc1Cl	-19%	-1%	-39%[inhibitor]	13%	1%	?	1%[38.3 µM]
15	Cc1cccc(NC(=O)NC(=O)c2ccccc2)n1	?	9%	-4%	3%	?	0%[46 µM]	-6%
16	Cc1ccccc1OCc1nc(-c2ccc(NC(=O)c3ccc4c(c3)OCO4)cc2)no1	-8%	1%	-57%[inhibitor]	11%	-8%	-2%	-5%[38.3 µM]

Continued:
nr	canonical_smiles	SMN2 splice up	CBFb-RUNX1 inh	HTT ATP protect	HTT aggregate	Luc counter	LMNA splice mod	IMPase Li cell
17	COCCCn1c(SCC(=O)Nc2cccc(C)n2)nnc1-c1ccco1	1%	12%	3%[10 µM]	-8%	0%	-11%	16%[38.3 µM]
18	CC(=O)/C=C1/C(=O)Nc2ccccc21	1%	2%	-102%[inhibitor]	?	0%	?	22%
19	O=C(O)c1ccc(-c2ccc(Cl)cc2Cl)o1	-7%	-1%	-7%	-11%	-2%	13%	21%[38.3 µM]
20	COc1ccc(-c2nc(SCc3ccccc3)n(S(C)(=O)=O)n2)cc1	6%	5%	-15%	-19%	1%	?	13%[38.3 µM]
21	Cc1csc(NC(=O)CCc2c(C)nc3cc(-c4cccc(F)c4)nn3c2C)n1	-44%[inhibitor]	-4%[2.36 µM]	nt	-17%	-2%	9%	0%
22	CC(C)c1ccc2oc(-c3ccc(N)cc3)nc2c1	nt	-4%	-47%[inhibitor][10 µM]	6%	nt	-3%	nt
23	CC1(C)[C@H](C(=O)O)N2C(=O)C[C@H]2S1(=O)=O	nt	11%	nt	nt	0%[39.9 µM]	nt	-1%
24	CC12C=C(/C=C/c3ccc(Br)cc3)C(C)(C1)[C@H](c1ccc(Br)cc1)CC2=O (stereo not given in full)	-4%	-13%	?	nt	1%	nt	22%

Entries of single compounds from above:
Profile of `CC1(C)[C@H](C(=O)O)N2C(=O)C[C@H]2S1(=O)=O` → SMN2 splice up: nt; CBFb-RUNX1 inh: 11%; HTT ATP protect: nt; HTT aggregate: nt; Luc counter: 0%[39.9 µM]; LMNA splice mod: nt; IMPase Li cell: -1%
Profile of `CC12C=C(/C=C/c3ccc(Br)cc3)C(C)(C1)[C@H](c1ccc(Br)cc1)CC2=O` (stereo not given in full) → SMN2 splice up: -4%; CBFb-RUNX1 inh: -13%; HTT ATP protect: ?; HTT aggregate: nt; Luc counter: 1%; LMNA splice mod: nt; IMPase Li cell: 22%

(further entries)
nr	canonical_smiles	SMN2 splice up	CBFb-RUNX1 inh	HTT ATP protect	HTT aggregate	Luc counter	LMNA splice mod	IMPase Li cell
25	CCOC(=O)CSc1nc2c(c(=O)[nH]c(=O)n2C)n1CCCc1ccccc1	-10%	4%	-6%[0.074 µM]	2%	10%	2%	5%[38.3 µM]
26	Cc1cc(C(=O)O)c2ccccc2n1	-4%	-6%	3%	11%[9.22 µM]	3%	7%	-13%[38.3 µM]
27	Cc1cc(C)nc(SCc2nnc(SCC(=O)N3CCOCC3)o2)n1	-7%	2%	-4%	2%	-5%	-1%	-10%[38.3 µM]
28	COc1ccc(Nc2ncnc3ccccc23)c(OC)c1	-33%[inhibitor]	-3%	-41%[10 µM]	5%	-7%	-13%	8%
29	CC(C)NC(=O)c1onc(CSc2ccc(F)c(F)c2)c1C(=O)O	-22%	-3%	11%	4%	-1%	-6%[0.0737 µM]	-13%[38.3 µM]
30	COc1ccc(Oc2ncc3nc(-c4cccs4)c(=O)n(-c4ccccc4)c3n2)cc1	-12%	nt	29%	nt	-1%	nt	-2%
31	CCc1cc2c(cc3c(=O)n(CC(=O)N4CCN(c5ccccn5)CC4)nc(CC)n32)s1	-21%	3%	-10%[0.074 µM]	12%	-3%	6%	4%[38.3 µM]
32	CC(N)(C(=O)O)c1ccc(P(=O)(O)O)cc1 (stereo not given)	-9%	13%	?	nt	nt	nt	0%

Next part:
nr	canonical_smiles	SMN2 splice up	CBFb-RUNX1 inh	HTT ATP protect	HTT aggregate	Luc counter	LMNA splice mod	IMPase Li cell
33	O=C(O)c1ccc2c(c1)CCC2	1%	3%	-6%	-3%	3%	-8%[46 µM]	-7%
34	CCOCCCNC(=S)N1CCCN(c2nc3cc(C)ccc3cc2C#N)CC1	-40%[inhibitor]	13%	?	-4%	2%	nt	8%
35	CCOc1[nH]n(-c2ccccc2)c(=O)c1C=NCC(=O)OC	5%	-8%	-32%[inhibitor]	12%	2%	0%[9.22 µM]	0%
36	C=CCSc1nc2c(c(=N)n1CC=C)C1CCCC1S2 (stereo not given)	-3%	5%	-12%[0.074 µM]	-7%	-2%	?	8%[38.3 µM]
37	Cc1cnc(CNc2ncncc2-c2cccc(NS(C)(=O)=O)c2)cn1	nt	nt	-5%	nt	nt	-6%	0%
38	Cc1ccc(-c2nnn(CC(=O)N(CC3CCCO3)C(C(=O)NC3CCCC3)c3ccc(O)cc3)n2)o1 (stereo not given)	nt	5%	13%[10 µM]	-1%[9.22 µM]	-2%	15%[46 µM]	0%
39	O=C(OCC(=O)c1ccccc1Br)c1ccncc1	4%	9%	-7%	-3%	-7%	-8%[46 µM]	-7%
40	Cc1ccccc1OCc1nc2ccccc2c(=O)n1/N=C/c1c[nH]c2ccccc12	?	2%	-6%[10 µM]	-1%	-1%	?	11%

Carrying on:
nr	canonical_smiles	SMN2 splice up	CBFb-RUNX1 inh	HTT ATP protect	HTT aggregate	Luc counter	LMNA splice mod	IMPase Li cell
41	N#CC1=C(N)SC(N)=C(C#N)C1c1c(Cl)cccc1Cl	-2%	-8%	1%[10 µM]	31%	0%	-6%	?
42	CN(c1ccc(OCC(=O)N2CCCCC2)cc1)S(=O)(=O)c1cccs1	-29%	10%	0%	-27%	-3%	?	4%[38.3 µM]
43	COc1ccc(C(=O)OCC(=O)NCC2CCCO2)cc1[N+](=O)[O-] (stereo not given)	-9%	8%	-11%	26%	8%	-12%[46 µM]	6%
44	Cc1ccc(-c2cc3nc(-c4ccccc4)cc(N4CCOCC4)n3n2)cc1	-7%	-3%	6%[10 µM]	-2%	5%	-11%	11%
45	C(=C\c1ccccc1)/CSc1nnc(-c2ccccc2)n1Cc1ccco1	-5%	-7%	-64%[inhibitor]	-24%	-3%	?	10%[38.3 µM]
46	CCCc1nnc(NC(=O)c2c(O)c3cccc4c3n(c2=O)CCC4)s1	-25%	3%	-25%[10 µM]	-19%	-3%	?	15%[38.3 µM]
47	COC(=O)c1cc(OC)c(OC)cc1NC(=O)c1cc(-c2ccccc2)nc2ccccc12	-26%	2%	-26%	14%	-2%	-2%	2%[38.3 µM]
48	CC(NC(=O)c1ccccc1Cl)c1nnc(SCC(=O)Nc2ccc(C(=O)O)cc2)n1C (stereo not given)	-35%[inhibitor]	5%	14%[1.9 µM]	-9%	-1%	3%	2%
49	COc1ccc(C(=O)N2N=C3CC(C)(C)OCC3C2c2ccccc2)cc1 (stereo not given)	10%	12%	22%[10 µM]	-10%	-1%	-9%	-4%

Screens deposited in PubChem BioAssay by National Center for Advancing Translational Sciences (NCATS).

Rows are unselected. About 4% of those tested had a hit in this group.
